Scp1 inh: Scp-1 phosphatase inhibitors, primary screen, biochemical, colorimetric, uHTS | AID 493091, 2011 | Carboxy-terminal domain RNA polymerase II polypeptide A small phosphatase 1 (Homo … | inhibition, % at 20 µM | Recombinant Scp1, phosphopeptide, malachite green phosphate absorbance | actives 0.88% (n = 340,000);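 active means inhibition above about 50% at 20 µM, limit read from the data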;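 further: plate controls were DMSO wells with enzyme for no effect and wells lacking enzyme for full effect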
Target sequence (Q9GZU7 76-261 limits assumed): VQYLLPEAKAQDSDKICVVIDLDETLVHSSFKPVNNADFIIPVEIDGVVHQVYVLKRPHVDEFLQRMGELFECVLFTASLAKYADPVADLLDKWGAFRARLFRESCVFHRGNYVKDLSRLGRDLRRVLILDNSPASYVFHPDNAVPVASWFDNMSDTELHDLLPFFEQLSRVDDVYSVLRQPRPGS
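Incubation: 45 min enzyme reaction at room temperature / System: truncated SCP-1 phosphatase (76-261aa) / Reagent: Phospho 17-mer peptide substrate / Buffer or medium: Acidic Tris acetate buffer with magnesium and detergent / Signal: absorbance at 630 nm / Doses: one concentration, 20 µM, with 1.0% DMSO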
LMPTP inh: LMPTP phosphatase inhibitors, primary screen, biochemical, fluorescence intensity, uHTS | inhibition, % at 20 µM | Low molecular weight phosphotyrosine protein phosphatase (Homo sapiens), P24666 | recombinant LMPTP-A, OMFP fluorogenic substrate | actives 0.22% (n = 360,000);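 active means compounds that cut the enzyme signal by at least half of the control window in the single-dose screen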;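 further: plate controls were DMSO wells with enzyme plus substrate for no effect and substrate without enzyme for full effect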
Target sequence (P24666 whole entry, looked up): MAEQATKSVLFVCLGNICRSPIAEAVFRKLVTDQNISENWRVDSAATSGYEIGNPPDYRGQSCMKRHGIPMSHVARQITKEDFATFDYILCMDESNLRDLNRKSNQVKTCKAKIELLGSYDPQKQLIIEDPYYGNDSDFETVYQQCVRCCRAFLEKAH
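Test system – LMPTP-A phosphatase enzyme · Quantity – 0.625 nM LMPTP-A final · Reagent – OMFP substrate, 400 µM final · Dosing – one test concentration per compound, 20 µM, with 3% DMSO overall · Timing – 50 min enzyme reaction at room temperature, protected from light · Detection – fluorescence intensity · Controls – substrate-only low control, DMSO enzyme-plus-substrate high control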
CendR NRP1 mod: modulators of CendR peptide binding to NRP-1, primary screen, biochemical, fluorescence polarization, uHTS. Neuropilin-1 (Homo sapiens), O14786. FAM-RPARPAR peptide binding to NRP-1. inhibition, % at 25 µM. actives 0.85% (n = 360,000). AID 602438, 2012;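 active means inhibition or corrected inhibition above about 18%, plus a signal ratio from 0.5 to 1.5, limit read from the data, passing the limit was not always enough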; further: strong numbers were not always called active
STEP inh: STEP phosphatase inhibitors, primary screen, biochemical, fluorescence intensity, uHTS. Tyrosine-protein phosphatase non-receptor type 5 (Homo sapiens), P54829. recombinant STEP, OMFP fluorogenic substrate. inhibition, % at 20 µM. actives 0.25% (n = 360,000). AID 588621, 2011;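 active means inhibition at 20 µM, scaled per plate between control wells, above about 37%, limit read from the data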;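 further: 0% = DMSO with enzyme and substrate and 100% = substrate only without enzyme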
Target sequence (P54829 whole entry, looked up): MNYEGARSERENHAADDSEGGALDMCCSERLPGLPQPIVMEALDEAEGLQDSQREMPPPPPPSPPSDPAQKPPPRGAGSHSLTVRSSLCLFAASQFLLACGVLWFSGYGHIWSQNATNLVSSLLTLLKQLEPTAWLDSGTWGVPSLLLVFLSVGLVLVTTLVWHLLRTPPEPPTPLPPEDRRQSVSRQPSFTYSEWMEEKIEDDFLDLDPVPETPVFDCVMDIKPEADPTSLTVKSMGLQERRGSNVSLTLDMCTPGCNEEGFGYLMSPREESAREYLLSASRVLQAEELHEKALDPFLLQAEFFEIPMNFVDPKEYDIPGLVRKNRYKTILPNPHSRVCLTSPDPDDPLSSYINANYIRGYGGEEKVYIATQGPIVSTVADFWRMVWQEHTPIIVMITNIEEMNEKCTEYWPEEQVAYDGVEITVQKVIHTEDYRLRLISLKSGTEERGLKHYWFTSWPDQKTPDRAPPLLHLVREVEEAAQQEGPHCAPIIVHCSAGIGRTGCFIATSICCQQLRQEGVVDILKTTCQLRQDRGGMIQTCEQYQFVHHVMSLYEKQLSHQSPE
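material = STEP tyrosine phosphatase | reagent = fluorogenic phosphatase substrate OMFP at 25 µM final | doses = single compound dose of 20 µM, 1% DMSO final | schedule = 20 min reaction, room temperature, in the dark | measured by = fluorescence, 480/540 nm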
SKN-1 block: suppressors of acrylamide-induced Pgst-4::GFP reporter in worms, primary screen, SKN-1 inhibitor project, whole organism, uHTS, GFP/RFP fluorescence ratio, strain VP596 | C. elegans VP596 Pgst-4::GFP/RFP ratio, 24 h | inhibition, % at 21.8 µM | actives 0.49% (n = 360,000);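 active means interference check ratio from 0.5 to 1.5 plus GFP to RFP signal ratio inhibition reaching or exceeding a fixed threshold, cut at about 30% in these data, passing the limit was not always enough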; further: some compounds called inactive have numbers as strong as hits
Neddyl block: inhibitors of cullin neddylation, primary screen, biochemical, TR-FRET, uHTS, NAE and Ubc12; calls only at 25 µM; actives 0.58% (n = 360,000); AID 651699, 2012; in the data active means inhibition above about 36%
DNMT1 inh: human DNMT1 methyltransferase inhibitors, primary screen, biochemical, molecular beacon, fluorescence, HinP1I cleavage, uHTS | DNA (cytosine-5)-methyltransferase 1 (Homo sapiens), P26358 | inhibition (reported as % activation of signal), % at 10 µM | actives 0.83% (n = 360,000) | AID 588458, 2011; in the data active means inhibition above about 50%
SUMO1-SIM PPI: modulators of SUMO1 protein-protein interactions, primary screen, biochemical, uHTS; SUMO1 binding to a labelled peptide, TR-FRET, 1 h; inhibition, % at 20 µM; actives 0.33% (n = 360,000); Small ubiquitin-related modifier 1 (Homo sapiens), P63165; in the data active means inhibition above about 37%
Target sequence (P63165 whole entry, looked up): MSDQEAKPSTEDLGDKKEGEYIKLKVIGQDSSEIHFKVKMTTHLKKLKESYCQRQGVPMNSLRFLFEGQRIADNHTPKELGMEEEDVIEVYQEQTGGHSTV
Tb MetRS inh: T. brucei MetRS inhibitors, primary screen, biochemical, luminescence; methionyl-tRNA synthetase (Trypanosoma brucei brucei); inhibition, % at 11.9 µM; actives 0.4% (n = 360,000); AID 624268, 2012; purified T. brucei MetRS, ATP depletion, Kinase-Glo luminescence;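 active means inhibition above a per-plate cutoff of the control wells' mean inhibition plus 3 SD, cut at about 5.5% in these data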;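 further: 0% = DMSO wells median and 100% = median of wells with control inhibitor compound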
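Assay system: T. brucei methionyl-tRNA synthetase, purified | Medium: HEPES buffer with MgCl2, KCl, DTT, spermine, BSA, pyrophosphatase | Compound: 11.9 µM single point | Incubation: 15 min enzyme-compound preincubation, 2 h reaction, 10 min detection, 25 °C | Measured by: Kinase-Glo luciferase luminescence reporting remaining unconsumed ATP | Measure: % inhibition normalized to control-well medians | Replication: Singlicate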
NadD block: inhibitors of S. aureus NadD, primary screen, biochemical, colorimetric, uHTS; Nicotinate-nucleotide adenylyltransferase NadD (Staphylococcus aureus N315); purified NadD enzyme, colorimetric absorbance read-out; inhibition, % at 20 µM; actives 0.78% (n = 360,000); AID 602399, 2012; in the data active means inhibition above about 26%; further: some compounds past the cut are filed as inactive
The depositor's hits bear a star; i = inactive; . = not tested or not shown; + = active, no number.

SMILES	Scp1 inh	LMPTP inh	CendR NRP1 mod	STEP inh	SKN-1 block	Neddyl block	DNMT1 inh	SUMO1-SIM PPI	Tb MetRS inh	NadD block
CCCCOC(=O)c1ccc(NC(=O)C(=O)NCCN(CC)CC)cc1	-4	-2.6	5	-2	-13	i	-4	5	-0.5	-7
CC(C)OCCCNC(=O)C1CCC(=O)N1C(C)C (stereo unspecified)	-5	-2.2	-2	0	4	i	0	-3	0.0	4
CCCCCC(=O)N/N=C(\C)c1ccc(NC(=O)c2ccco2)cc1	16	1.1	-8	4	-4	i	-1	-3	-1.1	-6
CC1CN(S(=O)(=O)c2cccc(C(=O)NCCC3=CCCCC3)c2)CC(C)O1 (stereo unspecified)	-1	-0.3	2	-3	8	i	3	-1	-0.3	-7
CCN(CC)S(=O)(=O)c1ccc(N2CCN(C)CC2)c(NC(=O)CSCC(=O)Nc2cccc(C)c2)c1	-1	-12	-2	0	-1	i	-4	-29	0.1	-7
COC(=O)c1cccc(N2C(=O)c3ccccc3S2(=O)=O)c1	22	0.3	11	-3	-1	i	3	1	0.1	3
Cc1cc(=O)oc2c3c(cc(OCC(=O)NCC4CCC(C(=O)O)CC4)c12)OC(C)(C)CC3 (stereo unspecified)	-1	0.7	8	-1	-1	.	4	0	0.3	0
CS(=O)(=O)N1CCC(C(=O)N2CCN(c3ccccc3F)CC2)CC1	-10	0.0	9	-2	5	i	2	2	-0.8	-8
COc1ccc(OCc2cc(=O)[nH]c3ccccc23)cc1	-8	-0.2	8	-1	-6	i	0	2	-0.2	-4
Cc1cnc(C(=O)OCC(=O)Nc2ccc(C)c(S(=O)(=O)N3CCOCC3)c2)cn1	-4	0.7	-6	-3	4	i	-3	1	0.1	-2
CNS(=O)(=O)c1cccc(C(=O)OCc2cc(=O)n3cc(Br)ccc3n2)c1	9	-0.3	-6	2	13	i	6	-27	-0.9	-5
CCOc1ccccc1N1CCN(C(=O)C2c3ccccc3Oc3ccccc32)CC1	3	1.5	3	-1	9	i	-3	0	-0.3	2
COc1cc(OC)c(C(=O)O/N=C(\N)c2ccccc2)cc1OC	-7	-1.3	9	0	0	i	3	10	-0.2	-7
O=C(c1ccco1)N1CCN(C(=O)c2sccc2-c2ccccc2)CC1	-2	-1.8	-4	1	0	i	1	7	0.4	3
O=C(O)c1ccccc1NS(=O)(=O)c1ccc2c3c(cccc13)C(=O)N2	15	1.6	-12	-1	1	i	-2	-1	-0.7	-8
CCOC(=O)C(C)Sc1nc(=O)n2ccccc2n1 (stereo unspecified)	3	-0.9	19*	2	7	i	0	-3	0.0	-2
COCCn1c(SCC(=O)Nc2ccc(F)cc2F)nc2c([nH]c3ccccc32)c1=O	-5	-1.4	-1	-2	10	i	35	4	-0.3	-4
Cc1cc(C)cc(NC(=O)C(c2ccccc2)N2CCN(CC(=O)N3CCCC3)CC2)c1 (stereo unspecified)	-2	-0.3	-10	-1	-6	i	-3	3	-0.3	-6
COc1ccccc1NC(=O)c1cc2ccccc2nc1C	-2	1.1	16	2	10	i	2	1	-0.3	-5
O=C(O)c1cc2nc(C3CC3)cc(C(F)(F)F)n2n1	-3	-1.4	5	3	3	i	6	2	-0.5	2

Limited to SKN-1 block and SUMO1-SIM PPI, for some of the entries so far:
canonical_smiles	SKN-1 block	SUMO1-SIM PPI
O=C(O)c1ccccc1NS(=O)(=O)c1ccc2c3c(cccc13)C(=O)N2	1	-1
CCOC(=O)C(C)Sc1nc(=O)n2ccccc2n1 (stereo unspecified)	7	-3

The listing continues.
SMILES	Scp1 inh	LMPTP inh	CendR NRP1 mod	STEP inh	SKN-1 block	Neddyl block	DNMT1 inh	SUMO1-SIM PPI	Tb MetRS inh	NadD block
C1CCC(n2nnnc2CN2CCN(C3CCCC3)CC2)CC1	-7	-0.4	9	-7	14	i	0	2	-1.6	-1
Cn1cc(Br)c(C(=O)NNC(=O)c2cccc(Br)c2)n1	-7	-1.3	-19	4	20	i	0	1	-0.6	-5
NC1=C([N+](=O)[O-])C(c2ccc3c(c2)OCO3)C2=C(CCCC2=O)O1 (stereo unspecified)	-2	-0.6	10	0	3	i	0	-12	-0.9	0
O=C(COC(=O)CC1c2ccccc2CCN1S(=O)(=O)c1ccccc1)Nc1ccccc1 (stereo unspecified)	-7	1.8	5	-2	10	i	-9	-2	0.1	-1
O=C(Nc1ccccc1)N1CCN(c2ccc(C(F)(F)F)cn2)CC1	-4	0.6	0	-1	2	i	2	-1	-0.5	-2
NS(=O)(=O)c1cccc(NC(=O)c2cc(-c3cccs3)nc3ccccc23)c1	-4	1.0	0	-4	-6	.	4	-21	-0.1	-1
Cc1ccc(C(=O)NC(=S)N2CCCCCC2)cc1	-7	-2.2	0	-2	-1	i	1	4	-0.3	6
COC(=O)c1ccccc1NC(=O)CN(c1c(C)cccc1C)S(C)(=O)=O	-6	-1.3	-17	1	-3	i	7	0	0.7	-1
OCc1ccc(-c2cncc3nccn23)cc1	.	-2.6	16	-1	12	.	3	-19	-0.3	5
Cc1ccc(-n2nnnc2SCC(=O)N2CCN(C(=O)c3ccco3)CC2)c(C)c1	-5	-1.6	-4	1	-8	i	-1	-2	0.3	-5
S=C(NC1CC1)N1CCN(c2ccc(Cl)cc2)CC1	-1	-1.5	3	2	10	i	1	-1	-0.2	-4
Cc1noc(C)c1S(=O)(=O)N1Cc2ccccc2CC1C(=O)N(C)C (stereo unspecified)	-9	-3.2	8	1	-8	i	-1	1	0.2	-2
Cc1[nH]c2ccccc2c1NC(=O)CN1CCN(c2cccc(C(F)(F)F)c2)CC1	2	0.0	7	-1	3	i	-2	-4	0.5	-4
CC1CCN(c2nc(N3CCCCC3)nc(N3CCCCC3)n2)CC1	-14	2.0	-6	-1	3	i	0	0	-0.7	11
Cc1cccc(Cl)c1NC(=S)NN	-3	-1.1	-2	-1	-5	i	1	2	-0.1	0
C[C@H](O)C(=O)C1=Nc2c(nc(N)[nH]c2=O)NC1	-1	-1.5	-4	-3	-8	+	0	0	-0.7	3
CC12CCC(=O)N1C(C(=O)N1CCN(c3cccc(Cl)c3)CC1)CS2 (stereo unspecified)	-8	-8.8	11	-2	-4	i	1	-13	0.0	2
CC1(C(=O)Nc2ccccc2Cc2ccccc2)CCN1Cc1ccccc1Cl (stereo unspecified)	.	1.2	-11	4	1	i	14	5	0.3	4
CC(C)(CNC(=O)c1cccc(S(=O)(=O)NCc2ccccc2)c1)N1CCOCC1	-2	-0.4	5	-4	25	i	6	3	-0.5	-3
CCC(C)Sc1ccc(-c2nc3ccc(Cl)cn3c2NCc2ccccc2)cc1 (stereo unspecified)	20	7.7	-3	2	14	i	-3	-1	0.4	6
CCN(C[C@H]1N[C@@](CC)(C(=O)OC)[C@H]2C(=O)N(C)C(=O)[C@@H]12)C(=O)Nc1ccc(OC)cc1	-2	-1.9	-16	0	20	i	1	-7	-2.9	-1
O=C(OCC(=O)N(C1CCCCC1)C1CCCCC1)c1ccc(Cl)nc1	25	0.5	-10	2	-11	i	3	5	-0.5	-5
COCCn1c(C)cc(C(=O)COC(=O)/C=C/c2c(C)nn(C3CCS(=O)(=O)C3)c2Cl)c1C (stereo unspecified)	-8	-0.4	6	2	4	i	2	-2	-0.3	-1
CCOC(=O)c1cnc(-n2nc(C)cc2C)nc1NNc1cc(C)nc(-c2ccccc2)n1	2	13	4	-1	3	i	2	12	-1.0	8
COc1ccc(NC(=O)/C(=C\c2cc(OC)c(OC)cc2[N+](=O)[O-])NC(=O)c2ccccc2)cc1	4	0.3	-11	2	-9	i	-1	-21	-0.8	11
CSc1ccccc1NC(=O)CN(c1ccccc1)S(=O)(=O)N(C)C	3	-0.4	16	2	-4	i	3	-2	-1.4	-8
O=C(COc1ccccc1Cl)Nc1cccnc1	-1	-0.4	4	-1	5	i	-5	4	-0.3	-7
Cc1cc(NCc2cccnc2)nc(N)n1	-1	25	4	0	-8	i	4	1	-1.3	-1
COc1ccccc1/C=C/C(=O)OCC(=O)Nc1ccc(Cl)cn1	3	1.9	-11	-1	3	i	-1	-7	0.2	-12
COc1ccccc1C(=O)NCC(=O)OC(C)C(=O)N(C)C1CCCCC1 (stereo unspecified)	-6	-0.8	9	-4	2	i	2	5	-0.4	-1

Records above printed as active in CendR NRP1 mod:
SMILES	Scp1 inh	LMPTP inh	CendR NRP1 mod	STEP inh	SKN-1 block	Neddyl block	DNMT1 inh	SUMO1-SIM PPI	NadD block
CCOC(=O)C(C)Sc1nc(=O)n2ccccc2n1 (stereo unspecified)	3	-0.9	19*	2	7	i	0	-3	-2

Continued:
SMILES	Scp1 inh	LMPTP inh	CendR NRP1 mod	STEP inh	SKN-1 block	Neddyl block	DNMT1 inh	SUMO1-SIM PPI	Tb MetRS inh	NadD block
CCOC(=O)CCCN1CC(O)=C(c2nc3ccccc3s2)C1=N	-3	1.3	-7	3	8	i	-2	4	0.5	-2
CN(CCC#N)c1ncnc2scc(-c3ccccc3)c12	-5	-0.3	0	-1	-11	i	2	-7	-0.8	-1
CC(C)CN(C(=O)COC(=O)COc1ccc2ccccc2c1)c1c(N)n(Cc2ccccc2)c(=O)[nH]c1=O	-4	0.0	-5	7	-3	i	20	5	-0.4	13
COc1ccnc(CS(=O)c2nc3cc(C(O)(F)F)ccc3[nH]2)c1OC (stereo unspecified)	-3	-0.3	4	-2	14	i	-1	0	0.3	1
CCOc1cc(C(=S)N2CCOCC2)ccc1OC(=O)c1ccc(C)cc1	-11	1.5	-2	0	-3	i	4	0	-0.9	-9

Random draw from the library; any-hit rate near 4.6%.
